GoLoco inh red: qHTS Assay for Inhibitors of RGS12 GoLoco Motif Activity (Red Fluorophore) | AID 880, 2007 | 230,000 compounds, 0.44% hits | Potency, µM (top dose mostly 61.6 µM), for inactives: top-dose activity, negative = inhibition, most hits filed as inhibitors | Gai1:RGS12 GoLoco peptide FP, rhodamine, 10 min; active = well fitted inhibition curve with a large enough effect, not every such curve was filed as active; inactive = no such curve, though single readings can be large or run the other way; also: % is scaled to controls: 0 for no effect and ±100 for the full control effect; nearly all actives have a fitted effect of over 30% in size; many of its hits are not listed in these tables
RECQ1 helicase: qHTS Assay for Inhibitors of RecQ-Like Dna Helicase 1 (RECQ1). RECQ1 DNA unwinding, red fluorescence kinetic read. ATP-dependent DNA helicase Q1 (Homo sapiens), P46063. Potency, µM (titrated, usually from 57.3 µM), without a hit: at the highest dose activity, negative = inhibition, hits mostly inhibitors. 240,000 compounds, 0.54% hits;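 also: plate controls were vehicle for no effect and no enzyme for full effect; nearly all actives have a fitted effect of over 30% in size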
Target sequence (P46063 whole entry, looked up): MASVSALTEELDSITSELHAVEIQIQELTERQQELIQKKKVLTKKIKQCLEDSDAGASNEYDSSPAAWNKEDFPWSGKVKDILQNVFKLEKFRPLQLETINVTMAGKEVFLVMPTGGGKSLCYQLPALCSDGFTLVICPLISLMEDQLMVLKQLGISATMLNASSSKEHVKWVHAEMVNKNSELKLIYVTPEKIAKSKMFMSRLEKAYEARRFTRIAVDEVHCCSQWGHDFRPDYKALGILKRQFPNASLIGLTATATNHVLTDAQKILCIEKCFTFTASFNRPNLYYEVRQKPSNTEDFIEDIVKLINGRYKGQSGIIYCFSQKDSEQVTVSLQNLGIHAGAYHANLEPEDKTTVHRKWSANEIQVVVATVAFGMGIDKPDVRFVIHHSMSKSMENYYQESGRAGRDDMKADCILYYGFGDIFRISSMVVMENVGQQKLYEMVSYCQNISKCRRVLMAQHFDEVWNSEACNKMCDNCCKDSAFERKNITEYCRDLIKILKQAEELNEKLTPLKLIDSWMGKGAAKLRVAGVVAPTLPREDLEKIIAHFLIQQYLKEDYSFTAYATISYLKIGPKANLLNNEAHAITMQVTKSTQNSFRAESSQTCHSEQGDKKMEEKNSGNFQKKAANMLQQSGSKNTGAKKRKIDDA
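50 nM RECQ1T1 preincubated 15 min with compound in Tris pH 8.0 buffer with MgCl2, DTT, Tween-20 and 2.5 ug/ml poly(dI-dC); started with 200 nM TAMRA/BHQ-2 forked duplex and 2 mM ATP. Unwinding read as fluorescence (525/598 nm), two reads 2 h apart.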
SMN2 splice enh: qHTS Assay for Enhancers of SMN2 Splice Variant Expression | Potency, µM (titrated, usually from 46.1 µM), without a hit: at the highest dose activity change, positive = activation, hits mostly activators | HEK293 SMN2-luciferase splicing reporter, luminescence, 30-36 h | 210,000 compounds, 2.8% hits; also: % of control where 0% means no effect; nearly all actives have a fitted effect of over 55% in size
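qHTS luciferase splicing reporter: luminescence rises when SMN2 exon 7 is included in transfected HEK293 cells. Compound exposure lasted 30-36 h at 37C, with 4.5 mM final sodium butyrate as control, followed by a ONE-Glo read.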
JMJD2E inh: qHTS Assay for Inhibitors of Human Jumonji Domain Containing 2E (JMJD2E); Lysine-specific demethylase 4E (Homo sapiens), B2RXH2; JMJD2E catalytic domain, FDH-coupled NADH fluorescence (FDH is formaldehyde dehydrogenase); Potency, µM (doses to about 57.1 µM), for the others: top-dose activity change, negative = inhibition, usual class: inhibitors; 230,000 compounds, 1.6% hits; AID 2147, 2009; active = well fitted inhibition curve with a large enough effect, not every such curve was filed as active; inconclusive = small, poorly fitted or top-dose-only effect, or another doubt; inactive = no such curve, though single readings can be large or run the other way;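 also: 0% = wells with enzyme and -100% = buffer wells without enzyme; nearly all actives have a fitted effect of over 50% in size; many of its hits are not listed in these tables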
KinaseGlo FLuc: Counterscreen for Luciferase (Kinase-Glo TM) Inhibition. 200,000 compounds, 0.28% hits. AID 1379, 2008. Potency, µM (series often up to 38.3 µM), inactives show top-dose activity change, negative = inhibition, hits mostly inhibitors. Kinase-Glo luciferase, ATP luminescence, 8 min; also: % is scaled to controls: 0 for no effect and ±100 for the full control effect; nearly all actives have a fitted effect of over 60% in size
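Inhibition of Kinase-Glo luciferase light generation was assessed at 10 uM ATP in pH 7.2 imidazole buffer, with luminescence measured after eight minutes at ambient temperature.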
Epigenetic derep: Quantitative High-Throughput Screen for Regulators of Epigenetic Control; murine LDR cells, GFP reporter derepression, 30 h; Potency, µM (series often up to 53.9 µM), for inactives: at the top dose GFP activation, hits mostly activators; 280,000 compounds, 0.2% hits; AID 1865, 2009; also: % of control where 0% means no effect; nearly all actives have a fitted effect of over 60% in size
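In this reporter-derepression format, murine cells bearing a silenced integrated CMV-GFP locus incubate with test compound (30 h, 37 C), then are washed and imaged; fluorescent objects of 20–120 um count as induced cells.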
IMPase Li inh: qHTS Assay for Identifying the Cell-Membrane Permeable IMPase Inhibitors: Potentiation with Lithium. CHO-M1 cells, IP1 TR-FRET (IP-One), carbachol + lithium. Potency, µM (top dose mostly 59.4 µM), without a hit: at the top dose activity, negative = IMPase inhibition, actives largely listed as inhibitors. 210,000 compounds, 0.35% hits. AID 1457, 2008;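 also: IP1 builds up when IMPase is blocked and the TR-FRET signal falls; plate controls were basal vehicle for no effect and high inhibitor control for full effect; nearly all actives have a fitted effect of over 50% in size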
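Lithium-sensitised IP1 accumulation assay; M1-expressing CHO cells treated 30 min at 37C with compound. Competitive antibody detection by time-resolved FRET followed a 10 min room-temperature lysis step.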
NPSR antagonist: qHTS Assay for Antagonists of the Neuropeptide S Receptor: cAMP Signal Transduction; 220,000 compounds, 1% hits; Q6W5P4; Potency, µM (top dose mostly 38.3 µM), for inactives: top-dose activity change, negative = inhibition, usual class: inhibitors; AID 1461, 2008; CHO-NPSR cells, cAMP TR-FRET, antagonist mode; also: % is scaled to controls: 0 for no effect and ±100 for the full control effect; nearly all actives have a fitted effect of over 50% in size; many of its hits are not listed in these tables
Target sequence (Q6W5P4 whole entry, looked up): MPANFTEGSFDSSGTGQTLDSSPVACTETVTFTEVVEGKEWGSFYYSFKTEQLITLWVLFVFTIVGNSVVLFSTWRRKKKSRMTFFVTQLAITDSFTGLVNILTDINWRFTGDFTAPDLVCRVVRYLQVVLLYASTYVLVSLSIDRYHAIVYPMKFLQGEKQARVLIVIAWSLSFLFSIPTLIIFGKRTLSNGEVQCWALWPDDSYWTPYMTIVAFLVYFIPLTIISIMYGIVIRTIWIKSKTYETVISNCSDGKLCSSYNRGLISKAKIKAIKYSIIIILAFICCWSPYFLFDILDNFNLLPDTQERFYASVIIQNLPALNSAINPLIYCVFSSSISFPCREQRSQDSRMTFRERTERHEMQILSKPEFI
Active calls of the source: *; i = inactive; u = inconclusive; x = no result given; & = joins results of further samples; [ ] = another dose, or the depositor's remark. Unless noted, calls follow the shape of the dose curve; as a rule, active = well fitted curve in the direction sought with a large enough effect; inconclusive = small, poorly fitted or top-dose-only effect, or another doubt; inactive = no such curve, though single readings can be large; an effect the other way counts as inactive or inconclusive. Potency is read from the fitted curve at half-maximal effect.

SMILES | GoLoco inh red | RECQ1 helicase | SMN2 splice enh | JMJD2E inh | KinaseGlo FLuc | Epigenetic derep | IMPase Li inh | NPSR antagonist
Cc1ccc(S(=O)(=O)NCc2ccc(C(=O)N3CCN(c4ccccn4)CC3)cc2)cc1 | -2% | 2% | -23% | -29% | -1% | -0.9% | -7%[38.3 µM] | -26%[46.1 µM]
CCOC(=O)C1CCN(C(=O)/C=C/c2ccccc2)CC1 | 1% | -1% | 11µM* | 7% | -2% | -2.7% | 2% | 4%
O=C(NC1CCCCC1)C1(c2ccccc2)CC1(Cl)Cl (stereo not given) | 1% | 1% | 0% | -2% | 4% | 0.0% | 20% | -17%
O=C(NCc1cccc(C(F)(F)F)c1)C1CCN(c2ncccn2)CC1 | 4% | -6% | 7% | -15% | 3% | -1.6% | 0%[38.3 µM] | -11%[46.1 µM]
O=C(Nc1ccc2oc(-c3ccncc3)nc2c1)c1c(F)c(F)c(F)c(F)c1F | 15% | 0% | -29% | u | 0% | 0.0% | 48%[activator][38.3 µM] | u
COc1ccccc1CC(=O)N(CCC#N)CCC#N | -4% | -5% | -5% | 0% | 2% | -0.1% | 10% | 8%
CC(=O)c1cc(F)c(N2CCN(C(=O)COc3ccccc3F)CC2)cc1C | -6% | -3% | -54%[inhibitor] | -4% | -1% | 3.5% | 12% | -4%[46.1 µM]
C/C(=N\NC(=O)c1ccc2c(c1)OCO2)c1ccc2c(c1)OCO2 | 6% | -2% | 16µM* | -6% | -3% | 1.3% | -2% | -1%
N#Cc1ccccc1NC(=O)COC(=O)c1ccc2c(c1)OCCO2 | -7% | -3% | 6% | -12% | -3% | -0.4% | -3%[38.3 µM] | -9%[46.1 µM]
COc1cccc(NC(=O)C(NCC2CCCCC2)c2ccccc2)c1 (stereo not given) | 8% | -8% | 2% | u | -3% | 2.8% | 1%[38.3 µM] | u
CCn1c(CSc2nccn2C)nc2cc(C(=O)O)ccc21 | 16µM* | -10% | -4% | u | -5% | 6.1% | -8%[38.3 µM] | -19%[7.67 µM]
Cc1c(Cl)cccc1N1C(=O)C2ON(c3ccccc3)C(c3cccnc3)C2C1=O (stereo not given) | -1% | -9% | -5% | -1% | -6% | 0.2% | -6%[38.3 µM] | -17%[46.1 µM]
CCC(=O)N1CCN(c2ccc(NC(=O)c3ccc(-c4ccccc4)cc3)cc2)CC1 | 7% | -8% | -20% | -2% | 17% | 0.1% | 1%[38.3 µM] | -1%[46.1 µM]
COC(C[C@H](O)[C@@H](C)[C@H](O)COCc1ccccc1)OC | 3% | i | x | -7% | x | 1.6% | x | 25%
O=C1c2ccccc2C(=O)N1CCSc1nc2ccccc2c(=O)n1CCCN1CCOCC1 | 5% | -9% | 2% | -10% | 3% | 0.9% | 2% | -7%
COc1ccccc1-c1cc(=O)c2cc(O)ccc2o1 | 3% | -1% | x | -5% | 1% | -2.6% | 17% | x
Cc1ccc(S(=O)(=O)N(C)c2ccc(OCC(=O)NC3=NCCS3)cc2)cc1 | 0% | i | 3% | 10% | -1% | 0.9% | 3% | -1%
CCOC(=O)c1cccc(NC(=O)CSc2nc(N)cc(N)n2)c1 | 7% | -1% | u | 10% | 2% | 0.4% | -2%[38.3 µM] | -21%[46.1 µM]
CC1CCCN(C2=C(Cl)C(=O)N(c3cccc(Cl)c3)C2=O)C1 (stereo not given) | 10% | 0% | 23% | -17% | 3% | 1.0% | 9% | -44%
Cc1ccccc1NC(=S)/C(=C(\[O-])c1cc(C)n(Cc2ccccc2Cl)c1C)[n+]1ccccc1 | 56%[activator] | -8% | 6% | 5% | 0% | 1.1% | 4% | -46%
COc1ccc(OC)c(CN2CCC(CNC(=O)Nc3cccc(Cl)c3)CC2)c1 | -1% | i | -17% | 10% | 2% | u | 9% | -28%
O=C(O)c1ccc(CSc2nc(-c3ccc(Cl)cc3)cc(C(F)(F)F)n2)cc1 | -11% | -13% | -27% | -4% | 3% | -1.1% | 38%[activator][38.3 µM] | -26%[46.1 µM]
Cc1cccc(NC(=S)NNC(=O)Cc2ccccc2)c1 | -8% | -3% | -12% | 3% | 3% | 0.0% | 13% | 4%[46.1 µM]
CC12CC3CC(C)(C1)CC(C(=O)NC(=S)N1CCCCC1)(C3)C2 | -1% | -7% | -14% | 1% | 1% | 4.8% | -4%[38.3 µM] | -26%[46.1 µM]
O=C(O)C1CC=CCC1C(=O)Nc1cccc(F)c1 (stereo not given) | 1% | 3% | 12% | -6% | 0% | 0.0% | 20%[38.3 µM] | -3%[46.1 µM]
CC12CN3CCN(CC(C3)/C1=N\NC(=O)Nc1cccc(Cl)c1)C2 | 2% | 6% | 4% | 2% | 0% | 4.8% | 0% | 18%
O=C(Cn1nc2ccccc2n1)N/N=C/c1ccc(F)cc1 | 5% | -6% | x | 12% | x | 0.0% | x | -7%
CCOc1[nH]n(-c2ccc(Cl)cc2)c(=O)c1C=NCc1cccnc1 | 0% | i | -2% | 4% | 1% | -0.8% | -1% | -26%
COCCNC(=S)N/N=C(\C)c1ccc(O)cc1 | 4% | -12% | 14% | 10% | 0% | 0.0% | 1% | 9%
O=C(NCc1ccc(Cl)cc1)c1cc(=O)[nH]c2ccc(S(=O)(=O)N3CCOCC3)cc12 | 7% | i | x | 5% | x | 1.1% | x | -17%
CCCOC(=O)c1ccc(NC(=O)c2cnccn2)cc1 | 16% | 0% | -5% | 2% | -5% | -0.1% | -9%[38.3 µM] | -12%[46.1 µM]
COc1ccc(N(CC(=O)NCc2ccncc2)S(=O)(=O)c2ccc(C)c([N+](=O)[O-])c2)cc1 | 5% | i | x | -2% | x | 0.9% | x | -12%
NC(=O)c1nn(-c2ccccc2)nc1NC(=O)CN1CCOCC1 | 3% | i | x | u | x | 0.2% | x | 10%
CCN1CCN(c2nc3ccccc3nc2C(C#N)S(=O)(=O)c2ccc(C)c(C)c2)CC1 (stereo not given) | 4% | i | 1% | u | 2% | -2.7% | 18%[38.3 µM] | -7%[46.1 µM]
CCOc1cc(C(=S)N2CCC(O)CC2)ccc1OS(=O)(=O)c1ccc(Br)cc1 | 1% | -6% | -26% | -12% | -4% | -5.2% | 34%[activator][38.3 µM] | -11%[46.1 µM]
COc1ccc(NC(=O)CN(Cc2ccccc2)S(C)(=O)=O)c(OC)c1 | 8% | -16% | 3% | 2% | -1% | 1.2% | 9%[38.3 µM] | -15%[46.1 µM]
Cc1cccc(OCCNC(=O)c2cncc(Br)c2)c1 | 2% | 7% | u | -6% | 0% | 1.5% | 3% | 3%
Cc1nn(Cc2ccc(Cl)cc2)c(C)c1N | 3% | -2% | 7% | -10% | -2% | 1.2% | 1% | -4%[46.1 µM]
Cc1csc2ncc(C(=O)NCCC(c3ccccc3)c3ccccc3)c(=O)n12 | -3% | -5% | x | u | x | 1.0% | x | -28%
CCN(CC)CCCC(C)Nc1ccnc2cc(Cl)ccc12 (stereo not given) | -6%&3% | -5%&1% | -10%&-23% | u | -2%&1% | -1.2%&-1.3% | 6%&-3% | 7%[46.1 µM]

9 compounds already listed, arranged by SMILES length, highest first:
SMILES | GoLoco inh red | RECQ1 helicase | SMN2 splice enh | JMJD2E inh | KinaseGlo FLuc | Epigenetic derep | IMPase Li inh | NPSR antagonist
COc1ccc(N(CC(=O)NCc2ccncc2)S(=O)(=O)c2ccc(C)c([N+](=O)[O-])c2)cc1 | 5% | i | x | -2% | x | 0.9% | x | -12%
CCOc1cc(C(=S)N2CCC(O)CC2)ccc1OS(=O)(=O)c1ccc(Br)cc1 | 1% | -6% | -26% | -12% | -4% | -5.2% | 34%[activator][38.3 µM] | -11%[46.1 µM]
Cc1csc2ncc(C(=O)NCCC(c3ccccc3)c3ccccc3)c(=O)n12 | -3% | -5% | x | u | x | 1.0% | x | -28%
COc1ccc(NC(=O)CN(Cc2ccccc2)S(C)(=O)=O)c(OC)c1 | 8% | -16% | 3% | 2% | -1% | 1.2% | 9%[38.3 µM] | -15%[46.1 µM]
NC(=O)c1nn(-c2ccccc2)nc1NC(=O)CN1CCOCC1 | 3% | i | x | u | x | 0.2% | x | 10%
O=C(Cn1nc2ccccc2n1)N/N=C/c1ccc(F)cc1 | 5% | -6% | x | 12% | x | 0.0% | x | -7%
Cc1cccc(NC(=S)NNC(=O)Cc2ccccc2)c1 | -8% | -3% | -12% | 3% | 3% | 0.0% | 13% | 4%[46.1 µM]
COCCNC(=S)N/N=C(\C)c1ccc(O)cc1 | 4% | -12% | 14% | 10% | 0% | 0.0% | 1% | 9%
Cc1nn(Cc2ccc(Cl)cc2)c(C)c1N | 3% | -2% | 7% | -10% | -2% | 1.2% | 1% | -4%[46.1 µM]

Remaining list, next part.
SMILES | GoLoco inh red | RECQ1 helicase | SMN2 splice enh | JMJD2E inh | KinaseGlo FLuc | Epigenetic derep | IMPase Li inh | NPSR antagonist
COc1ccc(-c2cccc([C@H]3[C@@H]4C=CCC[C@@]4(C)C(=O)N3Cc3ccccc3)c2)cc1 | -2% | i | x | -10% | x | -0.1% | x | u
O=C1CC(c2ccccc2)CC(O)=C1C=NC1CCCC1 (stereo not given) | 4% | i | 8% | 2% | 0% | -1.1% | -13%[38.3 µM] | -9%[46.1 µM]
Cc1c(-c2ccccc2)nc(N)c(C#N)c1-c1cccnc1 | 7% | -5% | x | u | x | -1.0% | x | -18%
CC(C)NC(=O)c1onc(CSc2ccccn2)c1C(=O)NC(C)C | 9% | -4% | x | 1% | x | 1.6% | x | 14%
CCOc1ccc(S(=O)(=O)N2CCN(C(=S)NC3CC3)CC2)cc1 | 6% | i | -30% | 0% | -3% | 0.9% | -1% | 3%

An excerpt; the hit share may differ from the screen's.
